NCI-60 one-dose screen, 48 h, at 10 µM unless noted. Numbers give growth in % (100 = growth as untreated, 0 = no growth, -100 = all killed).
SK-OV-3 – SK-OV-3 ovarian cancer cells | 80,000 compounds, 3.2% hits
NCI-H460 – NCI-H460 lung cancer; AID 1794736; 82,000 compounds, 6.8% hits
OVCAR-4 – OVCAR-4 ovarian cancer cells; 80,000 compounds, 3.7% hits; AID 1794784
NCI-H522 – NCI-H522 lung cancer; AID 1794739; 78,000 compounds, 8% hits
NCI-H322M – NCI-H322M lung cancer; 80,000 compounds, 2.7% hits
NCI-H226 – NCI-H226 lung cancer. 79,000 compounds, 3.5% hits. AID 1794732
IGROV1 – IGROV1 ovarian cancer; 79,000 compounds, 4.7% hits; AID 1794786
NCI-H23 – NCI-H23 lung cancer; 80,000 compounds, 4% hits; AID 1794731
NCI/ADR-RES – NCI/ADR-RES ovarian cells. 81,000 compounds, 4.4% hits
Active calls of the source: *; . = not tested or not shown; & = joins results of further samples. How the source made its calls: active means growth percent below 10; inactive means the rest.

SMILES	SK-OV-3	NCI-H460	OVCAR-4	NCI-H522	NCI-H322M	NCI-H226	IGROV1	NCI-H23	NCI/ADR-RES
CN(CC(=O)O)c1ccc(/C=C/c2ccnc3ccccc23)cc1	91	95	86	78	99	61	77	99	89
c1ccc(-c2cnc(-c3ccccc3)o2)cc1	119&103	104&109	100&107	107&92	116&100	104&102	99	97&90	109&101
O=C(/C=C/Nc1ccccc1)c1cc2cc(Br)ccc2oc1=O	112	105	107	93	96	91	101	88	100
COc1cc2nccc(Oc3ccc(NC(=O)C4(C(=O)Nc5ccc(F)cc5)CC4)cc3)c2cc1Oc1ccc(N)cn1	61	31	30	51	49	36	-24*	49	74
O=C(O)CCCl	118	106	99	112	102	96	107	108	108
CCCCC[C@H](O)c1ccccc1[C@H]1O[C@@H](CCC(=O)OC)[C@H](O)[C@@H]1I	101	116	109	92	94	83	92	94	89
Cc1nn(C(N)=O)c(C)c1N=Nc1ccc2oc(=O)ccc2c1	70	63	90	89	55	92	55	86	89
C/C=C\C(=O)N1c2ccccc2CC1c1c[nH]c2ccccc12 (stereo unspecified)	91	100	94	59	97	92	93	95	96
O=C(NNC(=O)c1ccncc1)Nc1ccc(N=Nc2ccccc2)cc1	107	101	103	82	87	97	72	103	95
O=S(=O)(OCCCOS(=O)(=O)c1ccc(F)cc1)c1ccc(F)cc1	73	57	70	51	91	93	87	88	93
O=C(NNc1ccccc1)NC(Cc1ccccc1)C(=O)O (stereo unspecified)	105	111	106	96	92	108	110	104	107
COc1cc(C2=NN(C(=O)c3ccc(S(C)(=O)=O)cc3)C(c3ccc4c(c3)OCO4)C2)cc(OC)c1OC (stereo unspecified)	104	103	101	94	94	90	94	97	92
CCOC(=O)c1noc2c1CCc1cn(Cc3cc(OC)cc(OC)c3)cc1-2	101	109	113	46	102	101	110	98	98
Cc1c(C(N)=O)sc2ncnc(N)c12	105	104	110	112	114	99	117	105	105
CCCCCc1ccc(C2=C(Br)C(=O)c3nc(/C=N/NC(N)=S)ccc3C2=O)cc1	.	101	102	64	104	95	112	103	104

Record cards, as listed above.
O=C(NNC(=O)c1ccncc1)Nc1ccc(N=Nc2ccccc2)cc1 is listed as SK-OV-3: 107; NCI-H460: 101; OVCAR-4: 103; NCI-H522: 82; NCI-H322M: 87; NCI-H226: 97; IGROV1: 72; NCI-H23: 103; NCI/ADR-RES: 95
O=C(O)CCCl is listed as SK-OV-3: 118; NCI-H460: 106; OVCAR-4: 99; NCI-H522: 112; NCI-H322M: 102; NCI-H226: 96; IGROV1: 107; NCI-H23: 108; NCI/ADR-RES: 108
CCCCCc1ccc(C2=C(Br)C(=O)c3nc(/C=N/NC(N)=S)ccc3C2=O)cc1 is listed as SK-OV-3: .; NCI-H460: 101; OVCAR-4: 102; NCI-H522: 64; NCI-H322M: 104; NCI-H226: 95; IGROV1: 112; NCI-H23: 103; NCI/ADR-RES: 104

Returning to the listing; the four compounds before the break are reprinted first.
SMILES	SK-OV-3	NCI-H460	OVCAR-4	NCI-H522	NCI-H322M	NCI-H226	IGROV1	NCI-H23	NCI/ADR-RES
COc1cc(C2=NN(C(=O)c3ccc(S(C)(=O)=O)cc3)C(c3ccc4c(c3)OCO4)C2)cc(OC)c1OC (stereo unspecified)	104	103	101	94	94	90	94	97	92
CCOC(=O)c1noc2c1CCc1cn(Cc3cc(OC)cc(OC)c3)cc1-2	101	109	113	46	102	101	110	98	98
Cc1c(C(N)=O)sc2ncnc(N)c12	105	104	110	112	114	99	117	105	105
CCCCCc1ccc(C2=C(Br)C(=O)c3nc(/C=N/NC(N)=S)ccc3C2=O)cc1	.	101	102	64	104	95	112	103	104
O=C(Nc1cnc(Cl)nc1Oc1cccc(C(F)(F)F)c1)Nc1c(Cl)cccc1Cl	89	107	107	92	102	90	97	96	101
CC(C)C[C@H](NC(=O)CCn1ccc2ccccc2c1=O)B(O)O	78	94	86	20	91	-16*	94	63	88
C=C(C)[C@@H]1CC[C@]2(C(=O)NCCO)CC[C@]3(C)[C@H](CC[C@@H]4[C@@](C)(CCC#N)[C@H](C(=C)C)CC[C@]43C)[C@@H]12	106	100	94	91	94	100	101	100	96
CCCCCCCCCCCCOB(OCCCCCCCCCCCC)OCCCCCCCCCCCC	-1.6*	109	121	95	101	99	107	88	98
Ic1sc(I)c(I)c1I	98	100	95	.	126	119	123	103	111
O=c1[nH]c2ccccc2nc1/C=C(\O)c1ccncc1	110	104	.	90	127	97	140	100	115
CN1C(=O)N(c2ccccc2)C2N=C(N/N=C/c3ccccc3)SC21 (stereo unspecified)	37	9.5*	68	-12*	43	59	38	.	31
CCCCNC(=O)c1c(C)[nH]c(-c2nc3ccccc3[nH]2)c1C	.	103	101	94	101	96	103	98	100
COc1ccc(CN2CCc3c(Nc4ccccc4)nc(N)nc3C2=O)c(OC)c1	98	60	94	83	70	92	.	79	96
CC1=NN(c2ccc(Cl)cc2)CC1(C)N=O (stereo unspecified)	114	96	77	44	100	77	103	88	94
O=S(=O)(NC1c2ccccc2CC1O)c1ccccc1 (stereo unspecified)	110	110	117	102	107	102	110	100	107
c1ccc2c(N3CCCCC3)ncnc2c1	94	98	97	48	117	87	96	86	91
CSc1nn(CCC#N)c(=O)[nH]c1=O	99	106	105	.	94	109	102	111	104
COc1ccccc1Nc1nnc(COc2ccc(CNC(=O)CCCC/C=C/C(C)C)cc2OC)o1	107	105	101	81	97	80	98	92	90
O=C(CSc1nc2ccccc2s1)Nc1ccc(-c2nc3ccccc3s2)cc1	101	98	79	92	103	92	116	88	92
Cc1cc(=O)n(C(=O)Nc2ccc(Br)cc2)c2cc(O)ccc12	99	102	108	99	100	108	111	101	102
CCn1c(Cc2ccccc2Nc2c(Cl)cccc2Cl)nnc1SCC(=O)NN1C(=O)/C(=C/c2cccc(OC)c2OC)SC1=S	107	103	94	87	99	.	99	98	104
Nc1cc(Cl)ccc1S	95	105	109	95	96	97	105	92	102
CC1C(c2ccccc2)OC(N2CCOCC2)C(C)(C)CN1C (stereo unspecified)	96	105	100	93	105	100	108	106	101
S=C(NCCCN1CCN(CCCNC(=S)NC2CCCCC2)CC1)NC1CCCCC1	110	104	101	91	110	111	117	91	101
NCCc1ccc(O)c(O)c1	112&96	145&114	104&114	78&92	90&93	113&103	102	103&103	102&103
CCCCC(C(=O)OC)C(=O)OC	100	109	108	75	101	103	106	108	107
Cc1ccc2oc(=O)cc(Cn3nnc(N)c3C#N)c2c1	90	95	100	86	98	90	102	96	101
CN(C)c1ccc(/C=N/NC(=O)COc2cc(=O)n(C)c3ccccc23)cc1	112	110	113	97	105	105	87	93	108
COc1cc(C(=O)Oc2cccc(CN3CCCCC3)c2)cc(OC)c1OC	120	102	91	101	101	96	.	96	100
C=CC(C)(O)CC/C=C(\CO)C(=O)OCC1OC(OC(=O)[C@]23CCC(C)(C)C[C@H]2C2=CC[C@@H]4[C@@]5(C)CC[C@H](OC6OC(COC7OC(C)C(O)C(O)C7OC7OCC(O)C(O)C7O)C(O)C(O)C6NC(C)=O)C(C)(C)[C@@H]5CC[C@@]4(C)[C@]2(C)C[C@H]3O)C(OC2OCC(O)(CO)C2O)C(O)C1O (stereo partly specified)	109	100	97	84	91	132	30	100	104
CC(C)(C)C(=O)CC(=O)c1ccncc1	106	102	92	92	102	90	98	98	101
O=C(C[n+]1cccc(Br)c1)c1ccc(Cl)cc1	103	107	108	85	102	101	104	87	98
O=C(CSCc1c(F)cccc1Cl)Nc1ccc(F)c(Cl)c1	92	99	73	61	88	81	90	81	81
O=C1c2ccccc2C(O)(c2ccc(Cl)cc2)c2ccc(Cl)cc21 (stereo unspecified)	95	72	90	81	84	100	81	91	91
COc1c(F)ccc(C(=O)Nc2ccc3nc(NC(=O)C4CCCN(S(=O)(=O)c5cccc(Cl)c5)C4)sc3c2)c1F (stereo unspecified)	105	82	83	79	87	77	82	89	81
O=c1oc2ccc(I)cc2c(=O)n1-c1ccc(F)cc1F	-19*	6.3*	13	-7.5*	9.8*	.	20	6.3*	5.7*
Cc1ccc(CN(C(=O)CNC(=O)OC(C)(C)C)C(C(=O)NC(C)(C)C)c2ccc3c(c2)OCO3)o1 (stereo unspecified)	114	99	103	80	111	77	.	94	96
O=C1NN(c2ccccc2)C(c2ccc(Cl)cc2)N2CCC[C@@H]12 (stereo partly specified)	95	96	88	55	85	100	86	92	85
O=C(O)/C(Cc1ccco1)=N\O	110	110	84	79	97	93	106	101	111
Cc1ccc2[nH]c(O)c(N=Nc3nc(-c4ccccc4)c(C#N)c(=O)[nH]3)c2c1	102	104	104	89	104	111	107	105	106
N#CC(CCc1ccncc1)c1ccccc1 (stereo unspecified)	108	101	92	86	103	95	102	96	97
COC(=O)c1nn(-c2ccccc2)c2occc2c1=O	89	122	100	.	92	105	103	94	99
COc1ccc(O)c(/C(=C/C(=O)O)c2nc3ccccc3[nH]2)c1	83	88	87	80	93	77	58	75	73
CCC(=O)OCc1ccc(OC)cc1	108	111	107	106	110	101	102	99	99
COc1cc(-c2nc(SCCC(C)C)nc(N3CCOCC3)c2C#N)cc(OC)c1OC	89	12	-25*	66	91	106	80	74	79
Cc1nn(-c2ccc(Br)cc2)c2nc3c(nc12)c(=O)[nH]c1ccccc13	92	97	102	88	109	92	97	88	86
CNC1(C(=O)O)CCCCC1	108	106	109	89	102	97	106	103	105
CC(N)c1ccccc1 (stereo unspecified)	104	102	93	45	105	103	75	98	101
CC(=O)OC[C@]12CC[C@@H](C(=O)N3CCNCC3)[C@@H]1[C@H]1CC[C@@H]3[C@@]4(C)CC[C@H](OC(C)=O)C(C)(C)[C@@H]4CC[C@@]3(C)[C@]1(C)CC2	77	93	86	93	103	87	90	96	98

Some of these compounds in order of number of heavy atoms, ascending.
SMILES	SK-OV-3	NCI-H460	OVCAR-4	NCI-H522	NCI-H322M	NCI-H226	IGROV1	NCI-H23	NCI/ADR-RES
O=C(O)/C(Cc1ccco1)=N\O	110	110	84	79	97	93	106	101	111
CCC(=O)OCc1ccc(OC)cc1	108	111	107	106	110	101	102	99	99
N#CC(CCc1ccncc1)c1ccccc1 (stereo unspecified)	108	101	92	86	103	95	102	96	97

(next part)
SMILES	SK-OV-3	NCI-H460	OVCAR-4	NCI-H522	NCI-H322M	NCI-H226	IGROV1	NCI-H23	NCI/ADR-RES
Cc1ccc(-n2nnc3c(sc4ccccc43)c2=O)cc1	9.9*	18	-24*	59	39	47	24	70	54
COc1ccccc1C1CCCCC1	110	101	109	.	101	103	106	105	106
N#Cc1ccc(NC(=O)Nc2ccc(Oc3ccc(NC(=O)Nc4ccc(C#N)cc4)cc3)cc2)cc1	59	19	34	-33*	62	42	-21*	-0.9*	49
O=c1c2cccc3c(NC4CCCCC4)ccc(c32)c2nc3ccccc3n12	98	35	80	61	82	72	41	46	95
O=[N+]([O-])c1cc(Cl)c(O)c(N=Nc2cc(S(=O)(=O)O)c3cccc4c3c2N=NN4)c1	111	104	107	88	95	108	100	94	101
Brc1cc2c(c3ccccc13)N1O[C@@H](C2)C[C@H]1c1ccccc1	102	112	89	86	82	108	94	92	92
CNC(=O)CO	110	113	104	99	111	107	110	109	108
C/C=C(C)/C=N/Nc1nc(-c2ccccc2)cs1	98	100	94	85	102	100	86	101	105
CCN(Cc1ccccc1)C(=O)Nc1c(Cl)cccc1Cl	97&100	101&102	99&106	101	98&97	110&100	105&97	99&99	97&98
O=C(CN1CCN(c2cc3c(cc2F)c(=O)c(C(=O)O)cn3C2CC2)CC1)Nc1nc(-c2ccc(OCc3ccccc3)cc2)cs1	103	111	105	90	101	105	91	100	106
